Bioassay records deposited in PubChem BioAssay by The Scripps Research Institute Molecular Screening Center.
PAFAH2 inh – inhibitors of human PAFAH2 | inhibition, % at 3.39 µM | 340,000 compounds, 0.99% hits | Q99487 | recombinant PAFAH2, FP-rhodamine activity probe, fluorescence polarization | AID 492956;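 active means inhibition above the mean over all tested compounds plus 3 SD, cut at about 30% in these data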;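 further: inhibitors block probe labeling of enzyme so polarization drops; 0% = enzyme with DMSO and 100% = wells lacking PAFAH2 protein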
GSTO1 inh – GSTO1 inhibition, counter-screen for RBBP9 inhibitors. 300,000 compounds, 1.1% hits. P78417. recombinant GSTO1, activity-based probe fluorescence polarization. inhibition, % at 5.96 µM. AID 1974;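 active means inhibition above the campaign mean inhibition plus 3 SD, cut at about 35% in these data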;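 further: 0% = GSTO1-1 with DMSO and 100% = wells lacking GSTO1-1 enzyme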
PAD4 inh – PAD4 (human) enzyme inhibition. recombinant PAD4, RCA probe fluorescence polarization. inhibition, % at 6.36 µM. 330,000 compounds, 0.41% hits;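 active means percent inhibition above a cutoff equal to the mean of all tested compounds plus 3 SD, cut at about 15% in these data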;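 further: 0% = PAD4 with RCA probe and DMSO and 100% = probe without PAD4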
PREPL inh – inhibits the human prolyl oligopeptidase-like enzyme | 320,000 compounds, 0.68% hits | inhibition, % at 5.96 µM | Q4J6C6 | AID 2751 | recombinant PREPL, fluorescence polarization activity-based probe; in the data active means inhibition above about 43%;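 further: 0% = enzyme with DMSO and 100% = wells lacking enzyme; many of its hits are not listed in these tables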
Target sequence (Q4J6C6 whole entry, looked up): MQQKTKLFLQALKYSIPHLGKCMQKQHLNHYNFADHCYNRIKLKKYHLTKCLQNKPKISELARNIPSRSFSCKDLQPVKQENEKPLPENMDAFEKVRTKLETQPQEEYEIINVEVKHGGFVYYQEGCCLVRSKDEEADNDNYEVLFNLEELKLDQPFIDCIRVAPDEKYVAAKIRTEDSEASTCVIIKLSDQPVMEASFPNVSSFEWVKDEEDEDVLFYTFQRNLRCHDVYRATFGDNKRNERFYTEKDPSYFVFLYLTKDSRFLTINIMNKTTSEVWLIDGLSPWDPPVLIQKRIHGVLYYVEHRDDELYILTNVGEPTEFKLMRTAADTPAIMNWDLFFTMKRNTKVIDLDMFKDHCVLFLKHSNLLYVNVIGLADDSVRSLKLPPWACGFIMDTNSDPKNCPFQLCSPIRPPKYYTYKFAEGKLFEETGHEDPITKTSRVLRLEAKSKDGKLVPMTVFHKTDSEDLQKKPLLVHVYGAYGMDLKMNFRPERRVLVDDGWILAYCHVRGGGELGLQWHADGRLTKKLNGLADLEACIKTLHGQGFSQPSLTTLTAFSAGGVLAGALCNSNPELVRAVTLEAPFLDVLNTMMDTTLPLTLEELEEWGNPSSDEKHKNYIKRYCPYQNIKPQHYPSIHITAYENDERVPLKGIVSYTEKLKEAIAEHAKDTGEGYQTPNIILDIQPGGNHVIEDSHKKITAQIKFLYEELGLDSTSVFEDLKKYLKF
PAFAH1B2 inh – blocks human PAF acetylhydrolase 1b catalytic subunit 2 | P68402 | recombinant PAFAH1B2, FP-rhodamine activity probe, fluorescence polarization | inhibition, % at 3.39 µM | 340,000 compounds, 1.2% hits | AID 492953;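 active means inhibition above the mean of all tested compounds plus 3 SD, cut at about 24% in these data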;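 further: 0% = enzyme with DMSO and 100% = wells lacking PAFAH1B2; many of its hits are not listed in these tables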
PAFAH1B3 FP inh – inhibitors of human PAFAH1B3; Q15102; recombinant PAFAH1B3, FP-rhodamine probe, fluorescence polarization; inhibition, % at 3.39 µM; 340,000 compounds, 0.28% hits; AID 492972;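 active means inhibition above the screen-wide average of all tested compounds plus 3 SD, cut at about 25% in these data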;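 further: 0% = enzyme with DMSO only and 100% = wells lacking PAFAH1B3 protein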
Target sequence (Q15102 whole entry, looked up): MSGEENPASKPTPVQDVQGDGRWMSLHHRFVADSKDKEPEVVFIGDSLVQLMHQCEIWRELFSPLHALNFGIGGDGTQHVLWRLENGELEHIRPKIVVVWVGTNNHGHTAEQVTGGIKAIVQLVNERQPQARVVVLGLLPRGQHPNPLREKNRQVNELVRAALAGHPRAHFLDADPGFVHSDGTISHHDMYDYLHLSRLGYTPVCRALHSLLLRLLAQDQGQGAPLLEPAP
LYPLA1 inh – counter-screen for PME1 inhibitors: inhibitors of human LYPLA1; inhibition, % at 5.9 µM; AID 2174; recombinant LYPLA1, FP-Rh probe fluorescence polarization; 320,000 compounds, 0.16% hits; O75608;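 active means inhibition above the mean of all tested compounds plus 3 SD, set per campaign, cut at about 14% in these data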;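 further: inhibitors block serine hydrolase probe labeling of LYPLA1 so polarization falls; 0% = enzyme with DMSO and 100% = wells lacking LYPLA1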
pPAFAH FP inh – pPAFAH (human) enzyme inhibition; Q13093; recombinant pPAFAH, FP-rhodamine probe fluorescence polarization; inhibition, % at 3.39 µM; 330,000 compounds, 1.5% hits; AID 463082;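 active means inhibition above the mean inhibition across the screen plus 3 SD, cut at about 25% in these data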;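 further: inhibitors block binding of the rhodamine activity-based probe so polarization drops; 0% = enzyme with DMSO and 100% = wells lacking pPAFAH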
LYPLA2 inh – counter-screen for PME1 inhibitors: inhibitors of human LYPLA2; O95372; recombinant LYPLA2, FP-Rh probe fluorescence polarization; inhibition, % at 5.9 µM; 320,000 compounds, 0.38% hits; AID 2177;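 active means inhibition above the screen-wide mean plus 3 SD, limit set per campaign, cut at about 26% in these data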;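 further: 0% = LYPLA2 with DMSO and 100% = wells lacking LYPLA2 enzyme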
Active calls of the source: *; . = not tested or not shown. An excerpt; the hit share may differ from the screen's.

SMILES | PAFAH2 inh | GSTO1 inh | PAD4 inh | PREPL inh | PAFAH1B2 inh | PAFAH1B3 FP inh | LYPLA1 inh | pPAFAH FP inh | LYPLA2 inh
Cc1oc(-c2ccc(Cl)cc2)nc1CS(=O)CC(=O)NCCN1CCCCCC1 (configuration not stated) | -2 | 2 | 4 | 35 | 4 | 9 | -1 | -1 | 0
Cc1cc2n(n1)C(c1c[nH]c3ccccc13)Nc1ccccc1-2 (configuration not stated) | -9 | -13 | -9 | 11 | -3 | 1 | -23 | 4 | -24
COc1ccc(C(C(=O)NC(C)(C)C)N(Cc2ccccc2)C(=O)CCC(=O)Nc2cc(C)on2)cc1 (configuration not stated) | 4 | 0 | 0 | 0 | 5 | 10 | -9 | 2 | -4
COc1ccc(-c2nn(-c3ccccc3C)cc2CNCc2cccnc2)cc1F | 1 | 5 | -3 | -10 | 0 | 5 | 1 | -2 | -5
O=C(c1cc(COc2ccc3ncccc3c2)on1)N1CCCCCC1 | -4 | 2 | 1 | 7 | -1 | 3 | 5 | 4 | 8
Cc1ccc(C(=O)NNC(=O)C2CCN(S(=O)(=O)c3ccc(Cl)cc3)CC2)cc1 | 7 | 3 | -5 | -3 | 26* | -1 | -1 | 5 | -1
COc1cc(/C=N/n2c(-c3cc(C)[nH]n3)n[nH]c2=S)cc(OC)c1OC | -4 | -5 | -3 | -3 | 4 | 5 | 0 | 7 | 5
O=C(NCCN1CCOCC1)c1cc(-c2ccccc2Cl)nc2ccccc12 | 5 | 5 | 5 | 11 | 3 | -1 | 1 | 7 | 14
C/C(=N\Oc1cccc(F)n1)c1ccc(Cl)cc1Cl | -1 | 0 | -1 | 9 | 5 | 4 | 4 | 2 | 2
CC1=[N+]([O-])C(C)(C)CC(C)(C)c2ccccc21 | -2 | 3 | 1 | 3 | 3 | 8 | -5 | 2 | 3
C#Cc1ccc([C@H]2C=C(C(=O)N3CCN(Cc4ccc5c(c4)OCO5)CC3)O[C@@H](OCc3ccc(CO)cc3)C2)cc1 | -1 | 2 | 3 | 31 | -7 | -5 | -7 | 9 | -1
COc1ccccc1C(=O)NNC(=S)NC(=O)c1cccs1 | 4 | 1 | -6 | 1 | -2 | 3 | -3 | 2 | -2
CC(=O)Nc1ccc(C(=O)OCc2ccc(F)cc2)cc1 | 22 | -5 | 1 | 3 | 10 | -2 | 1 | -1 | 14
Cc1ccccc1Cn1c(=O)sc2ccccc2c1=O | 9 | 4 | 3 | 6 | -1 | 2 | 1 | 3 | 4
CCCOC(=O)c1c(NC(=O)/C=C/c2cnn(C)c2C)sc(C(=O)OCC)c1C | -14 | 5 | -2 | -4 | -4 | 0 | -9 | 0 | -5
COC(=O)CNC(c1ccccc1)c1cc(Cl)ccc1NC(=O)c1cccc(Cl)c1 (configuration not stated) | -13 | -6 | 0 | 2 | -3 | -10 | -5 | 12 | 0
Cc1cc([N+](=O)[O-])cc2ncccc12 | 8 | 8 | -1 | -1 | 5 | 6 | -1 | -5 | -4
C/C(=N/NC(=O)c1sc(NS(=O)(=O)c2ccccc2)nc1C)c1ccc(F)cc1 | 2 | 7 | -4 | -3 | 14 | 10 | -1 | 20 | 7
Cc1ccccc1C(=O)NNC1CC(=O)N(c2ccc3c(c2)OCCO3)C1=O (configuration not stated) | 0 | 5 | 2 | 6 | 3 | -3 | 6 | -1 | 0
O=C(O)c1cccnc1SC1CC(=O)N(c2cccc3ccccc23)C1=O (configuration not stated) | . | 6 | -1 | -4 | . | . | 2 | 2 | 1
COc1cc(C(O)P(=O)(OCC(C)C)c2ccc(N(C)C)cc2)cc(OC)c1OC (configuration not stated) | 1 | 8 | -2 | 6 | 4 | 0 | 1 | 0 | 6
Cc1ccc(/C=C2\SC(=S)N(CCCC(=O)Nc3ccccn3)C2=O)cc1 | -9 | 6 | -3 | 6 | 2 | 0 | 0 | -1 | -3
CC(=O)c1sc(=S)n(-c2ccc(Cl)cc2)c1C | 2 | 2 | -1 | 2 | -2 | -3 | 2 | 2 | 11
CCOC(=O)Cc1csc(NC(=O)c2cc(-c3ccncc3)nc3ccccc23)n1 | -2 | . | -3 | 10 | -2 | 7 | -6 | -3 | -5
Cn1c(SCC(=O)c2cccs2)nnc1-c1ccco1 | 8 | -19 | 0 | 20 | 2 | 1 | 1 | -4 | 4
COc1ccc(OCC(=O)Nc2ccc(Cl)cc2)cc1 | -4 | 4 | -4 | -6 | 2 | 7 | -1 | 2 | -7
CCN(CC(=O)Nc1ccc(C)c(S(=O)(=O)N2CCOCC2)c1)Cc1ccccc1 | 5 | 4 | -1 | 6 | 3 | 6 | 2 | -3 | -6
COC(=O)c1cccc(NC(=O)c2cccc([N+](=O)[O-])c2)c1 | -3 | -6 | 0 | 0 | -3 | 8 | 3 | 9 | -2
CCN1CCN(c2ccc(NC(=O)c3cc(OC)c(OC)c(OC)c3)cc2)CC1 | -3 | 3 | 0 | -8 | 2 | 8 | -1 | 3 | 0
O=C1c2ccccc2N2C(=O)c3ccccc3C2N1O (configuration not stated) | 0 | 12 | -1 | 5 | 2 | 0 | -3 | 7 | -1
CC(=O)O[C@H]1C[C@@]2(O)[C@@H](OC(=O)c3ccccc3)C3[C@@](C)([C@@H](O)C[C@H]4OC[C@@]34OC(C)=O)[C@@H](O)[C@H](OC(C)=O)C(=C1C)C2(C)C (some centres not stated) | -1 | 5 | -2 | 4 | 2 | 9 | 1 | 1 | -2
CC1=NN(c2ccc(Cl)cc2)C(=O)C1 | 14 | 36* | 31* | -2 | 3 | 2 | -2 | 1 | -4
Cc1ccc2nc(SCC(=O)Nc3ccc(C)c(Cl)c3)nc(=O)n2c1 | 7 | -3 | -4 | -5 | 7 | 4 | -2 | -4 | -1
COc1ccccc1N1C(=O)Cc2ccccc2C1=O | -1 | 13 | -5 | -8 | 5 | 18 | 6 | 4 | 2
CC(=O)Nc1nnc(SCc2ccc(F)cc2)s1 | -2 | 5 | 0 | 1 | 5 | -1 | -1 | 6 | -1
COc1ccc(CNC(=O)c2cc(SC)ccc2Cl)cc1OC | 15 | 2 | 0 | 8 | 5 | 3 | 1 | -3 | -3
CN(C)S(=O)(=O)c1cccc(NC(=O)c2cccc(S(=O)(=O)N3CCCCC3)c2)c1 | -3 | -3 | -3 | -2 | 6 | -1 | -5 | 3 | 0
CN(C)/C=C(\C#N)C(N)=C(C#N)C#N | . | 1 | -2 | 3 | . | . | 0 | 5 | 1
Cc1ccc(C)c(NC(=O)CN(C)C(=O)/C=C/c2ccco2)c1 | -5 | -9 | 2 | 0 | 0 | 4 | 2 | 3 | -2
CC(/C=N/NC(=O)COc1ccccc1C)=N\NC(=O)COc1ccccc1C | -3 | 1 | 4 | 9 | -1 | -2 | 4 | 1 | 3
O=S(=O)(c1ccc(Cl)cc1)N1CCCC1c1nc(-c2cccc(Cl)c2)no1 (configuration not stated) | -10 | -2 | -7 | -8 | -1 | 7 | -4 | -6 | 3
COC(=O)c1ccc(C(=O)NCCCCO)cc1 | 5 | 2 | -1 | 5 | 4 | 6 | 2 | 2 | 0
CS(=O)(=O)N(CC(=O)N1CCCCC1)c1cccc(F)c1 | 6 | 4 | -7 | 15 | 5 | 1 | 2 | -1 | 7
CCCCCCn1c(=O)c(C(=O)N/N=C/c2cccc(F)c2)c(O)c2ccccc21 | -11 | -2 | -3 | 10 | -1 | -5 | -2 | -10 | -3
Cc1nc2c(-c3ccccc3)c(C)nn2c(C)c1CC(=O)O | -4 | -2 | 3 | -5 | 1 | 7 | 1 | 3 | 0
N#CCC(=O)N1CCN(C(c2ccccc2)c2ccccc2)CC1 | . | 0 | 4 | 8 | . | . | 2 | -1 | 3
O=c1c2oc3nc4c(cc3c2ncn1CCCc1ccccc1)CCCC4 | 7 | 6 | 5 | 5 | 5 | 5 | -1 | 0 | 3
CCSC1=NC(C)(C)C=C(C)N1 | -3 | -2 | -4 | 2 | -1 | 9 | 0 | 4 | 1
O=C(Nc1ccc(Cl)c(Cl)c1)N1CC=CCC1 | -10 | 12 | 2 | -12 | -2 | 4 | 0 | 0 | 1
CCCc1[nH]c2ccc(C#N)cc2c1CCC | 1 | -5 | -6 | 7 | 8 | 7 | 5 | 11 | 3
O=C(c1ccc(OC2CCN(CCc3ccccc3)CC2)cc1)N1CCC(CO)CC1 | 1 | 4 | -2 | 13 | 1 | -1 | -2 | 0 | 10
O=C(NC1CC1)C1=C[C@H](c2ccc3c(c2)OCO3)C[C@H](OCc2ccc(CO)cc2)O1 | -3 | 4 | -6 | 1 | -3 | -2 | -3 | 2 | -7
Cc1cc([N+](=O)[O-])nn1CCCC(=O)Nc1cc(Oc2ccccc2)cc([N+](=O)[O-])c1 | -5 | 3 | -3 | 2 | 1 | -5 | 1 | 4 | 5
Cc1ccccc1OCCCCn1c(CO)nc2ccccc21 | 7 | 14 | 0 | -15 | -4 | 2 | 1 | 4 | 11
CCN(c1ccccc1)S(=O)(=O)c1ccc(C(=O)NC2CCN(Cc3ccccc3)CC2)cc1 | 2 | . | -2 | 14 | 5 | 5 | . | 5 | .
NC(=O)CN1CCN(c2cccc(Cl)c2)CC1 | 0 | 3 | -1 | -8 | -2 | 0 | -2 | -4 | -4
Cc1ccc2nc(C3CCN(S(=O)(=O)c4ccc5ccccc5c4)CC3)[nH]c2c1 | -12 | -6 | -5 | -23 | -4 | 7 | -13 | -3 | -37
COc1ccc(C(=O)NCCN2CCN(C(=O)c3ccc(OC)cc3)CC2)cc1 | 4 | 4 | -2 | 5 | 4 | 4 | -1 | 4 | 6
CCOc1ccc(OCCCC(=O)Nc2cc(Cl)ccc2-n2cncn2)cc1 | 0 | . | -7 | 9 | 3 | 1 | 1 | 1 | -3
COc1ccc(C(=O)CSc2nnc(CN3CCCCC3)n2-c2ccc(F)cc2)cc1OC | -4 | 4 | 3 | 0 | -1 | -12 | 3 | -1 | -6
Continuation:
SMILES | PAFAH2 inh | GSTO1 inh | PAD4 inh | PREPL inh | PAFAH1B2 inh | PAFAH1B3 FP inh | LYPLA1 inh | pPAFAH FP inh | LYPLA2 inh
COc1ccc(N(CC(=O)Nc2ccc3c(c2)OCO3)S(=O)(=O)c2ccccc2)cc1 | 5 | 4 | 6 | -87 | 1 | -1 | -1 | 5 | 7
CC(C)CNC(=O)c1cccc(NC(=O)COc2cccc([N+](=O)[O-])c2)c1 | 7 | 0 | 1 | 4 | -1 | 10 | 0 | 3 | 13
Cc1ccc(S(=O)(=O)N2CCOCC2)cc1NC(=O)CSc1nnc(C2CC2)n1C1CC1 | 1 | . | 1 | 0 | -1 | -7 | 0 | -5 | -1
Nc1cc2c([N+](=O)[O-])cccc2o1 | 4 | 9 | -5 | 14 | 9 | 16 | -2 | 13 | -5
COc1ccc(CCNC(=O)C2CCN(S(=O)(=O)c3ccc(Cl)cc3)CC2)cc1OC | -1 | -5 | 4 | 1 | 9 | 9 | 0 | 2 | 2
COc1ccc(OC)c(-c2csc(N(Cc3ccco3)C(=O)c3cccs3)n2)c1 | -7 | -2 | -1 | 2 | 3 | 11 | -4 | 4 | -1
CCOC(=O)C1CCN(c2c(NCc3ccc(C(=O)NC4CCCC4)cc3)c(=O)c2=O)CC1 | -8 | 1 | -1 | -1 | 6 | 5 | 7 | 8 | 4
O=C(CN1CCOCC1)N/N=C/c1ccccc1 | -6 | 7 | -2 | 11 | -2 | -2 | 2 | 0 | 2
